SUMO1-SIM PPI = alters human SUMO1 binding to SIM partners. P63165. SUMO1 binding to a labelled peptide, TR-FRET, 1 h. inhibition, % at 20 µM. 360,000 compounds, 0.33% hits; in the data active = inhibition above about 37%
Target sequence (P63165 whole entry, looked up): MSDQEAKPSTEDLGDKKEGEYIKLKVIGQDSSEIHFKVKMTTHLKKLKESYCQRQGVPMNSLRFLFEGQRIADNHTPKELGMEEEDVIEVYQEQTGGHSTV
LMPTP block = blocks human LMPTP phosphatase. recombinant LMPTP-A, OMFP fluorogenic substrate, fluorescence intensity. P24666. 360,000 compounds, 0.22% hits. inhibition, % at 20 µM;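 active = compounds that cut the enzyme signal by at least half of the control window in the single-dose screen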;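 note: plate controls were DMSO wells with enzyme plus substrate for no effect and substrate without enzyme for full effect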
Target sequence (P24666 whole entry, looked up): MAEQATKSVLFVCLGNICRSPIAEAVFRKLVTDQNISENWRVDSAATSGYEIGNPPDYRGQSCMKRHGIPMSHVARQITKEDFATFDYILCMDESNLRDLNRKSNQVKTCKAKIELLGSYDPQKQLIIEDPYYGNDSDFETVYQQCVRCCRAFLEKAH
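Test system: LMPTP-A phosphatase enzyme. Amount: LMPTP-A at 0.625 nM final in the reaction. Reagent: OMFP substrate, 400 µM final. Times: 50 min at room temperature. Signal: endpoint fluorescence intensity from OMFP dephosphorylation. Read-out basis: % inhibition. Benchmarks: no-enzyme and uninhibited controls.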
Rpn11 inh = blocks the human proteasome subunit Rpn11 | O00487 | human 26S proteasome, Ub4-pepOG fluorescence polarization; 20S core pre-blocked with epoxomicin | calls only at 20 µM | 360,000 compounds, 0.59% hits | AID 588493;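 active = inhibition at 20 µM, scaled to each plate's controls, above about 33%, limit read from the data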
CSN deneddyl inh = blocks human CSN-mediated cullin deneddylation; Q92905; Purified CSN, SCF-Nedd8-OG deneddylation, fluorescence polarization; inhibition, % at 12.5 µM; 360,000 compounds, 0.38% hits; AID 651999;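 active = pattern-corrected inhibition above about 35%, with an unprinted fluorescence ratio check between 0.5 and 1.5, limit read from the data, passing the limit was not always enough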;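 note: 0% = enzyme with substrate and 100% = substrate without enzyme; some results filed as inactive read as strong as hits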
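test system = HEK293T-derived human Csn5 enzyme | amount = 0.24 nM Csn5 enzyme, final concentration | medium = Tris/NaCl/DTT buffer, pH 7.5 | schedule = 90 min reaction at room temperature | signal = FP | evaluation = inhibition of Csn5 cleavage, % | compound dosing = single dose of 12.5 µM compound with 0.25% DMSO | probe or stimulus = 10 nM SCFSkp2-Nedd8OG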
DNMT1 inh = DNMT1 (human) enzyme inhibition | DNMT1 molecular beacon, Hinp1I cleavage, fluorescence | inhibition (reported as % activation of signal), % at 10 µM | 360,000 compounds, 0.83% hits | AID 588458; in the data active = inhibition above about 50%
STEP inh = inhibitors of human striatal-enriched phosphatase STEP; P54829; recombinant STEP, OMFP fluorogenic substrate, fluorescence; inhibition, % at 20 µM; 360,000 compounds, 0.25% hits;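 active = inhibition at 20 µM, scaled per plate between control wells, above about 37%, limit read from the data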;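 note: 0% = DMSO with enzyme and substrate and 100% = substrate only without enzyme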
Target sequence (P54829 whole entry, looked up): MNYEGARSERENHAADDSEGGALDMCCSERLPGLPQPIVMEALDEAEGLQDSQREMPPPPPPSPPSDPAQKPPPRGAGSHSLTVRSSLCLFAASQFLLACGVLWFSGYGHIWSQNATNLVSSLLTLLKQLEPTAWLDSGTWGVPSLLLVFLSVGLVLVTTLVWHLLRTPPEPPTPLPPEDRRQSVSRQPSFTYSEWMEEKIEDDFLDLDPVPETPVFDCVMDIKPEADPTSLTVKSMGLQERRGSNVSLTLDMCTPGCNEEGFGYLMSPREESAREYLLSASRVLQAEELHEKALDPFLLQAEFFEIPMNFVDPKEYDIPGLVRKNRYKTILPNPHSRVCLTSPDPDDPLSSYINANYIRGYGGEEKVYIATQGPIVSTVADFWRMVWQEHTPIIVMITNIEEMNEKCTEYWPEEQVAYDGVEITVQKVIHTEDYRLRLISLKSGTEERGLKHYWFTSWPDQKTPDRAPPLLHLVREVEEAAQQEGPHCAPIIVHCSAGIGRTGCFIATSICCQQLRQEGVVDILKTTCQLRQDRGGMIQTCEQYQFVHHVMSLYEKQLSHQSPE
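material = STEP tyrosine phosphatase | reagent = fluorogenic phosphatase substrate OMFP at 25 µM final | doses = single compound dose of 20 µM, 1% DMSO final | schedule = 20 min reaction, room temperature, in the dark | measured by = fluorescence, 480/540 nm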
Tb MetRS inh = Trypanosoma brucei MetRS inhibition | 360,000 compounds, 0.4% hits | inhibition, % at 11.9 µM | purified T. brucei MetRS, ATP depletion, Kinase-Glo luminescence;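 active = inhibition above a per-plate cutoff of the control wells' mean inhibition plus 3 SD, cut at about 5.5% in these data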;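 note: 0% = DMSO wells median and 100% = median of wells with control inhibitor compound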
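Assay system: T. brucei methionyl-tRNA synthetase, purified | Medium: HEPES buffer with MgCl2, KCl, DTT, spermine, BSA, pyrophosphatase | Compound: 11.9 µM single point | Incubation: 15 min enzyme-compound preincubation, 2 h reaction, 10 min detection, 25 °C | Measured by: Kinase-Glo luciferase luminescence reporting remaining unconsumed ATP | Measure: % inhibition normalized to control-well medians | Replication: Singlicate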
Scp-1 inhibitor = blocks human Scp-1 phosphatase activity; Recombinant Scp1, phosphopeptide, malachite green phosphate absorbance; inhibition, % at 20 µM; 340,000 compounds, 0.88% hits; Q9GZU7; AID 493091;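 active = inhibition above about 50% at 20 µM, limit read from the data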;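 note: plate controls were DMSO wells with enzyme for no effect and wells lacking enzyme for full effect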
Target sequence (Q9GZU7 76-261 limits assumed): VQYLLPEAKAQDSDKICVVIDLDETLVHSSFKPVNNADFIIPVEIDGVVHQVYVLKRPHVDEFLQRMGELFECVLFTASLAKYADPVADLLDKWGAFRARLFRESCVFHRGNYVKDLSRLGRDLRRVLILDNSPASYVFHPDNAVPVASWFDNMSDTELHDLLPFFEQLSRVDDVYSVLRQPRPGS
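System: truncated SCP-1 phosphatase (76-261aa); medium: Tris acetate buffer pH 5.5 with MgCl2 and Tween-20; incubation: 45 min room-temperature reaction, 5 min colour, 30 min stabiliser; compound: single 20 µM dose, 1% DMSO; reagent: Phosphorylated 17-residue peptide substrate; read-out: % inhibition at 20 µM; technique: colorimetric free-phosphate detection, absorbance 630 nm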
NadD inh = blocks S. aureus nicotinate mononucleotide adenylyltransferase. purified NadD enzyme, colorimetric absorbance read-out. inhibition, % at 20 µM. 360,000 compounds, 0.78% hits; in the data active = inhibition above about 26%; note: some compounds past the cut are filed as inactive
MLLE-PAM2 inh = blocks PAM2 peptide binding to the PABP1 MLLE domain | P11940 | GST-MLLE / FITC-PAM2 fluorescence polarization | inhibition, % at 20 µM | 360,000 compounds, 0.36% hits | AID 588489; in the data active = inhibition above about 35%, passing the limit was not always enough;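 note: plate controls were DMSO wells with GST-MLLE for no effect and wells lacking GST-MLLE protein for full effect; some results filed as inactive read as strong as hits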
The depositor's hits bear a star; i = inactive; x = not tested or not shown.

Results follow in this order: MLLE-PAM2 inh, Scp-1 inhibitor, LMPTP block, CSN deneddyl inh, Tb MetRS inh, SUMO1-SIM PPI, STEP inh, NadD inh, DNMT1 inh, Rpn11 inh
> COCCNC(=O)C(c1ccc(C)cc1)N(C(=O)C(=O)NC1CCCC1)c1ccc2c(c1)OCCO2 (stereo not given)
→ 0.7, -10.1, 0.1, -11.5, -0.5, 0.5, 0.6, -7.1, 0.6, i
> CN(CC(=O)Nc1sccc1C#N)C1CCCCC1
→ -10.5, 12.4, 14.9, 13.8, 0.6, 14.0, 0.8, 16.9, 49.3, i
> N#C/C(=C(/O)COC(=O)c1ccc(C#N)cc1)c1nc2ccccc2s1
→ -17.9, -1.4, 1.7, 7.8, 0.0, 10.8, -3.1, 9.6, -10.8, i
> Cc1noc(C)c1COC(=O)c1cccc(S(=O)(=O)N2c3ccccc3CC2C)c1 (stereo not given)
→ 2.5, -11.7, 4.1, 5.9, 2.2, 5.7, -1.1, -3.8, -2.5, i
> CC(O)(c1cccnc1)c1nc(-c2ccoc2)cs1 (stereo not given)
→ -3.2, x, -2.9, -1.6, -0.2, 3.8, 0.3, -5.9, 5.2, i
> COCCNC(=O)c1c(N)n(/N=C/c2cccs2)c2nc3ccccc3nc12
→ 3.9, 0.8, -1.2, -6.5, -1.3, -2.7, -5.1, -9.2, -11.2, i
> COc1ccc(N=Nc2ccc3ccccc3c2)c(O)c1
→ -9.0, -8.6, 0.8, 1.7, -0.9, -6.2, 0.9, -13.6, -0.9, i
> COc1ccc(NC(=O)c2ccc(-n3cccn3)nc2)cc1
→ -4.4, -7.0, -1.5, 1.9, -0.5, -3.4, 0.2, 7.2, 0.8, i
> COc1cccc(S(=O)(=O)NCc2ccc(C(=O)NCc3ccco3)cc2)c1
→ 1.7, 3.1, 0.3, 7.7, -0.5, 14.0, -4.2, 20.9, -5.0, i
> CN(C)CCCNC(=S)N(CCO)Cc1cc2cc3c(cc2[nH]c1=O)OCO3
→ 10.8, -3.7, 2.6, 1.0, 2.7, 4.4, 3.0, -6.3, -0.6, i
> O=C(NCCCO)c1nc2ccccc2s1
→ 8.7, 0.2, 1.1, 4.1, -0.3, -2.7, -1.9, -0.3, 1.5, i
> Cc1ccc2cc(S(=O)(=O)NCCCN3CCOCC3)ccc2c1
→ 7.8, -6.0, -0.9, -0.4, -0.6, -1.6, 3.5, -7.3, -0.1, i
> COC(=O)c1cn(NC(=O)COc2ccc(Cl)cc2)c(=O)c2ccccc12
→ 2.9, 0.4, -0.1, -0.1, -0.5, 8.3, -1.3, -6.2, -1.1, i
> CCN1CCN(c2c(Cl)cccc2NC(=O)c2ccc([N+](=O)[O-])o2)CC1
→ 2.7, x, -0.5, -1.9, -0.4, -30.6, -1.5, -6.1, 0.9, i
> Cc1ccc(-c2nc(CS(=O)CC(=O)NCCN3CCOCC3)c(C)o2)cc1 (stereo not given)
→ 9.2, -4.8, -0.8, 3.8, -0.2, 2.2, -1.4, -0.4, 3.8, i
> c1ccc(-c2noc(CN3CCN(c4ccccc4)CC3)n2)cc1
→ -9.5, -8.0, 0.1, 1.9, -0.5, 6.4, -0.9, -1.3, -4.2, i
> C#CC(C)OC(=O)C(C)NC(=O)c1ccccc1 (stereo not given)
→ 10.2, -2.3, -0.8, 4.2, -0.2, 3.3, 1.0, 0.2, 7.4, i
> Cc1ccc2c(c1)CCCN2CC(=O)Nc1cccc(S(=O)(=O)N2CCCC2)c1
→ -34.5, -5.7, 2.4, 7.5, 0.0, -27.7, 0.8, 9.6, 8.6, i
> Cc1ccnc2nc(C(=O)OCC(=O)NCCc3ccc(Cl)cc3)nn12
→ -17.5, -6.5, -0.1, -2.2, 0.2, 1.1, -2.0, -2.5, -6.1, i
> CC(C(=O)O)N1C(=O)C2C3c4ccccc4C(c4ccccc43)[C@@H]2C1=O (stereo not given in full)
→ 14.7, -12.8, -1.3, 3.2, -0.4, 2.9, -2.9, -4.6, -1.3, i
> O=C(Nc1cccnc1)c1ccccc1Oc1ccccc1
→ 7.9, 0.5, -0.2, -6.2, -0.3, -2.0, 1.7, 0.9, -7.8, i
> CC(C)CCNC(=O)C1CCN(c2nc3ccccc3o2)CC1
→ -9.9, 0.5, 0.5, 0.0, -1.3, 1.7, -7.6, -3.7, 1.3, i
> COc1ccc(C2(C(=O)Nc3ccc(S(=O)(=O)Nc4nc(C)cc(C)n4)cc3)CCCC2)cc1OC
→ 6.0, 5.4, -0.8, -6.5, -0.8, 2.5, -6.7, 10.9, 0.1, i
> CC(Oc1ccc(-c2ccccc2)c(F)c1)c1ccn(S(=O)(=O)c2ccc(F)cc2)n1 (stereo not given)
→ -5.1, -16.0, 3.2, 3.0, -0.4, 3.2, -0.6, -3.8, 0.4, i
> CC1CCCC(NC(=O)CCNC(=O)c2ccc([N+](=O)[O-])cc2)C1C (stereo not given)
→ -4.8, 4.0, -0.1, 2.6, -0.4, -33.9, 0.3, -10.7, -0.2, i
> CCOC(=O)c1ccc(Nc2nc(=O)c3cccnc3s2)cc1
→ 17.0, -8.4, 0.3, -6.0, 0.0, 2.1, 1.3, -11.2, -5.3, i
> CC(=O)Nc1cc(C(=O)N2CCc3ccccc3C2)ccc1Sc1ccc(Cl)cc1
→ -10.8, 0.5, -1.2, -10.2, -0.5, 2.2, 0.2, 0.1, 0.1, i
> CCOC(=O)C1(C)CCN1C(=O)c1cc(OC)c(OC)c(OC)c1 (stereo not given)
→ -4.4, x, -1.4, 0.8, -0.2, 1.0, -0.9, 4.3, -3.5, i
> COc1ccc(CC(CC(=O)O)C(=O)Nc2ccccc2)cc1 (stereo not given)
→ 1.9, -2.2, -2.1, -4.6, 0.1, 3.0, -0.1, -0.5, -1.2, i
> CCCCc1nc(SCCOC)c2c(=O)n(C)c(=O)n(C)c2n1
→ 1.4, -13.8, 0.5, 3.7, -0.2, 2.8, -2.3, -0.3, 0.3, i
> C=CCSc1nc2ccsc2c(=O)n1-c1ccccc1
→ 9.6, -4.1, 0.7, 5.6, -0.3, -0.3, -1.6, 1.6, 10.3, i
> O=S(=O)(c1ccc2oc3ccccc3c2c1)N1CCCC1
→ 6.5, -4.3, 1.4, -2.1, -1.2, -1.2, -1.2, -7.8, -3.6, i
> CCn1cc(C(=O)O)c(=O)c2cc(F)c(N3CCN(C(=S)NC(=O)c4ccccc4Br)CC3)cc21
→ -47.7, -10.3, 67.6*, 1.2, -0.1, 35.7, 0.2, 5.2, 0.3, i
> CCNc1nc(NC(C)(C)C)nc(N(C#N)CC)n1
→ -0.5, -8.0, -1.0, 4.8, -1.6, 0.2, 2.6, -4.9, 3.6, i
> COc1ccc(-c2cc(C(=O)N/N=C/c3sccc3C)c3ccccc3n2)c(OC)c1
→ -1.7, 0.2, 3.1, 5.4, -0.3, 1.5, 5.1, 25.5, -10.5, i
> Cc1ccccc1NC(=S)N(Cc1cccnc1)Cc1ccco1
→ -26.4, -5.1, -2.2, 0.0, -0.1, 3.2, 3.8, -5.7, 1.9, i
> O=C(NCC(c1ccco1)N1CCCC1)c1ccccc1F (stereo not given)
→ -0.6, -6.8, 0.5, 0.7, 0.1, -1.4, -2.3, -0.8, -3.2, i
> Cc1ccc(S(=O)(=O)N2C[C@H]3n4c(=O)ccc(=O)n4C[C@H](OC(=O)Nc4cccs4)[C@@]3(O)C2)cc1
→ 10.1, x, -0.3, 6.8, 0.4, 3.3, -0.3, -3.5, -8.4, i
> Nn1c(SCC(=O)NCC2CCCO2)nnc1-c1cc(Cl)ccc1Cl (stereo not given)
→ -62.9, -4.9, -1.6, 2.8, -0.5, 0.8, 0.4, -3.9, 1.8, i
> COc1ccc(/C=N/n2cnnc2)cc1COc1ccccn1
→ 2.4, -4.3, -1.6, 3.7, 0.0, -3.5, 0.6, -3.2, 0.3, i

Entries above marked active in LMPTP block:
mol,MLLE-PAM2 inh,Scp-1 inhibitor,LMPTP block,CSN deneddyl inh,SUMO1-SIM PPI,STEP inh,NadD inh,DNMT1 inh,Rpn11 inh
CCn1cc(C(=O)O)c(=O)c2cc(F)c(N3CCN(C(=S)NC(=O)c4ccccc4Br)CC3)cc21,-47.7,-10.3,67.6*,1.2,35.7,0.2,5.2,0.3,i

(next part)
Results follow in this order: MLLE-PAM2 inh, Scp-1 inhibitor, LMPTP block, CSN deneddyl inh, Tb MetRS inh, SUMO1-SIM PPI, STEP inh, NadD inh, DNMT1 inh, Rpn11 inh
> COc1cc(CNC(=O)c2cc(-c3ccc(F)cc3OC)n[nH]2)cc(OC)c1
→ 6.3, x, -0.8, 1.7, -0.4, 2.1, -0.1, -1.2, -1.3, i
> C[C@H](CO)N1C[C@H](C)[C@@H](CN(C)Cc2ccc(-c3ccccc3)cc2)Oc2c(NC(=O)Nc3ccc(C(F)(F)F)cc3)cccc2C1=O
→ -9.1, -8.2, 0.8, 0.5, -0.2, -9.9, 2.9, 7.9, 10.8, i
> O=C(NC(=S)N1CCc2ccccc21)c1ccccc1
→ 16.0, -7.4, -1.0, -0.3, -0.1, 0.6, -1.0, -9.4, -3.2, i
> COC(=O)c1c(C(=O)OC)c(-c2cccc(Cl)c2)n2c1CS(=O)(=O)C2
→ -0.6, 5.3, -0.2, 0.7, -0.6, -2.1, -1.7, 2.0, 0.0, i
> COc1ccc(N(C(=O)c2ccco2)C(C(=O)NC2CCCC2)c2ccncc2)cc1 (stereo not given)
→ -7.7, -3.0, 0.5, 8.3, -0.3, 2.5, -3.0, 0.1, 1.6, i

Screening results deposited in PubChem BioAssay by several laboratories.
